Screening data (PubChem BioAssay)
LGR2 antag: inhibitors of bursicon-induced LGR2 CRE-luciferase signal, primary screen, cell-based, HEK293, CRE-luciferase reporter, bursicon stimulation; Drosophila bursicon receptor LGR2 (rickets); hit rate 0.35% among 380,000; inhibition, % at 9.99 µM; bursicon-stimulated, 4 h; AID 720647, 2013;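 active means drop in luminescence signal, shown as inhibition above about 50% in the replicate tests, limit read from the data, passing the limit was not always enough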;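 further: agonist challenge used bursicon conditioned medium at about half maximal strength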
Statin myotox sup: suppressors of statin myotoxicity in C2C12 myotubes, primary screen, cell-based, single point, plate reader. rescue of ATP level, % at 7.49 µM. C2C12 myotubes + simvastatin, ATP luminescence, 48 h; scaled: DMSO 0, geranylgeraniol control 100. hit rate 0.78% among 330,000;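 active means mean ATP rescue above about 67%, or every replicate alone reaching that limit, limit read from the data, passing the limit was not always enough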;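 further: myotubes were challenged with 10 µM simvastatin during compound exposure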
PAX8 inh HTS: inhibitors of PAX8-driven TPO luciferase reporter, primary screen, RMG-I cells, single concentration; inhibition, % at 12.6 µM; hit rate 1.2% among 360,000; SteadyGlo, 24 h;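 active means mean replicate inhibition at least 60% with every replicate also reaching 60%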;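 further: luciferase light reporting Pax8 driven TPO promoter activity; plate controls were median of neutral control wells for no effect and mitoxantrone controls for full effect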
PglD DTNB: C. jejuni PglD acetyltransferase inhibitors, primary screen, biochemical, DTNB colorimetric, single point; UDP-N-acetylbacillosamine N-acetyltransferase PglD (Campylobacter jejuni); purified PglD enzyme, DTNB colorimetric CoA detection; inhibition, % at 12.5 µM; hit rate 0.098% among 360,000; AID 602405, 2012; in the data active means inhibition above about 16%, passing the limit was not always enough; further: strong numbers were not always called active
ARNT-TACC3 inh: disruptors of ARNT/TACC3 protein interaction, primary screen, biochemical, AlphaScreen, single concentration; inhibition, % at 9.99 µM; hit rate 0.66% among 390,000; AlphaScreen His-ARNT PAS-B/GST-TACC3 binding, luminescence; TACC3 fragment carries E629A point mutation; AID 623870, 2012;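 active means mean inhibition of replicates at least 50% and at least half of replicates each reaching 50%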;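 further: 0% = complete ARNT plus TACC3 wells and 100% = ARNT alone without TACC3; many hits fall short of the cut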
PGC1a acetyl inh: inhibitors of PGC1a acetylation signal, primary screen, cell-based, U2OS, AlphaScreen, inhibitor mode | hit rate 0.17% among 350,000 | inhibition, % at 15.6 µM | AlphaScreen anti-acetyl-lysine; with virally co-expressed GCN5 acetyltransferase;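 active means every replicate shows inhibition of at least 40%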;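 further: 0% = neutral control wells and 100% = positive control wells; some results beyond the cut were filed as inactive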
GSIS activator: GLuc luminescence reporter in INS-1E cells, primary screen for activators of glucose-dependent secretion of insulin; INS-1E GLuc reporter insulin secretion, 2-3 h; hit rate 0.61% among 370,000; activation, % at 16.6 µM;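 active means lowest replicate activation of at least 40%, so every replicate reaches that level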;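 further: 0% = median of neutral control wells and 100% = median of IBMX positive control wells; some compounds called inactive have numbers as strong as hits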
Cneo AK release: Cryptococcus neoformans cell lysis inducers, primary screen, AK release luminescence, single concentration. C. neoformans lysis, adenylate kinase release luminescence, 4 h; normalised: neutral wells 0, clomiphene wells 100. hit rate 0.2% among 360,000. lysis activity, % at 15 µM;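 active means mean lysis activity across replicates of at least 80%, whatever share of replicates individually reach that level; inactive means mean lysis activity below 80%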
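Schedule: static 4 h at 37 °C with compound, 1 h detection; system: C. neoformans cells; benchmarks: Clomiphene as positive control; buffer or medium: fresh YPD medium; measure: luminescence rise reflecting yeast cell lysis; measured by: luminescent adenylate kinase detection reagent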
The depositor's hits bear a star; nt = not tested or not shown.

#	smiles	LGR2 antag	GSIS activator	PglD DTNB	ARNT-TACC3 inh	PGC1a acetyl inh	PAX8 inh HTS	Statin myotox sup	Cneo AK release
1	O=C(c1ccc(F)cc1)N1CC(=O)N2[C@H](C1)[C@H](c1ccc(C#CCC3CCCC3)cc1)[C@@H]2CO	11	-6	nt	nt	-10	49	nt	nt
2	CCOC(=O)c1ccc2nc(C)c3c(c2c1)OC(C)C3 (stereo not drawn)	nt	nt	1	-4	-12	nt	-8	4
3	COc1ccc(S(=O)(=O)N(C)c2ccc(C(N)=O)cc2)cc1	2	-1	-5	-5	-8	nt	14	-1
4	COc1cccc(CNc2nc(NCC3CC3)nc3ccsc23)c1OC	0	6	2	nt	nt	17	nt	1
5	COCC(=O)N(C)C[C@H]1[C@H](c2ccccc2)[C@H](CO)N1C(=O)Cc1cccnc1	-16	2	3	-6	3	-8	12	0
6	CCC(C)n1c(SCC(=O)Nc2ccccc2C(F)(F)F)nc2ccsc2c1=O (stereo not drawn)	nt	nt	7	3	-2	1	2	2
7	COc1cc(NC(=O)NCC2CCN(Cc3ccccc3F)CC2)cc(OC)c1	-2	0	4	-6	nt	5	9	0
8	O=C1CSC(c2cccc([N+](=O)[O-])c2)N1c1ccccc1 (stereo not drawn)	1	6	-1	18	17	16	-6	-12
9	CC1(C)Cc2nc3sc4c(=O)n(CC(=O)NCc5ccccc5)cnc4c3cc2CO1	nt	nt	-10	32	nt	-6	-23	-1
10	CCCN(CCC)C(=O)NC1CC(=O)N(c2ccc(OC)cc2)C1 (stereo not drawn)	4	17	nt	-12	nt	9	nt	nt
11	Cc1ccc(OCc2nnc(SCC(=O)Nc3sc(C)c(C)c3C#N)n2C)cc1	nt	-6	1	5	15	27	-6	-3
12	O=C(NCc1cccs1)c1ccccc1C(=O)NCc1cccs1	nt	nt	-1	-20	nt	-1	-3	4
13	COc1ccc2nc(SCC(=O)NCC3CCCO3)c(C#N)cc2c1 (stereo not drawn)	-15	6	-2	7	nt	-38	-12	1
14	COc1ccc(N(CC(=O)Nc2cc(C)ccc2OC)S(=O)(=O)c2c(C)noc2C)cc1	nt	nt	-2	-1	nt	55	-11	4
15	CS(=O)(=O)NCC(c1ccco1)N1CCN(c2ccc(F)cc2)CC1 (stereo not drawn)	6	-1	nt	0	nt	8	nt	nt
16	COC(=O)C[C@H]1C[C@@H]2c3cc(NC(=O)Nc4ccc(C(F)(F)F)cc4)ccc3O[C@@H]2[C@H](CO)O1	-15	-3	2	10	5	-6	-8	-4
17	C[C@H]1CN([C@@H](C)CO)C(=O)c2cc(C3=CCCC3)cnc2O[C@H]1CN(C)C(=O)Nc1ccc(F)cc1	15	-23	-1	-8	-12	nt	15	0
18	O=C(Nc1ccccc1Cl)c1ccc(-n2cccn2)c([N+](=O)[O-])c1	-8	-15	nt	4	5	-23	nt	nt
19	CCOc1ccccc1N(CC(=O)Nc1ccc(OC)cc1OC)S(=O)(=O)c1ccccc1	nt	nt	0	1	4	12	-3	0
20	Cc1cccc(N(C)S(=O)(=O)c2ccc3[nH]cc(C(=O)N4CCOCC4)c(=O)c3c2)c1	nt	nt	0	-15	-7	nt	nt	0
21	CC1CCCC(C)N1c1nnc(NC(=O)Cn2c(=O)oc3ccccc32)s1 (stereo not drawn)	3	nt	0	-3	7	-15	17	6
22	O=C(Cn1nc([N+](=O)[O-])nc1Br)NC(c1ccccc1)c1ccccc1	-5	-21	nt	-10	nt	-34	nt	nt
23	Cc1c(CCOC(=O)c2cccc([N+](=O)[O-])c2)sc[n+]1CC(=O)c1ccccc1	8	-7	nt	-10	nt	1	nt	nt
24	Cc1ccccc1C(=O)Nc1ccc(-c2nc3ccc(C(=O)c4ccccc4)cc3[nH]2)cc1	12	-33	2	0	-3	nt	-75	3

Exported screen by screen: two of the compounds above.
[18] O=C(Nc1ccccc1Cl)c1ccc(-n2cccn2)c([N+](=O)[O-])c1
[19] CCOc1ccccc1N(CC(=O)Nc1ccc(OC)cc1OC)S(=O)(=O)c1ccccc1

entry no.	18	19
LGR2 antag	-8	nt
GSIS activator	-15	nt
PglD DTNB	nt	0
ARNT-TACC3 inh	4	1
PGC1a acetyl inh	5	4
PAX8 inh HTS	-23	12
Statin myotox sup	nt	-3
Cneo AK release	nt	0

The listing continues.
#	smiles	LGR2 antag	GSIS activator	PglD DTNB	ARNT-TACC3 inh	PGC1a acetyl inh	PAX8 inh HTS	Statin myotox sup	Cneo AK release
25	CC(=O)NC(c1ccccc1)c1nc(-c2ccc(S(C)(=O)=O)cc2)cs1 (stereo not drawn)	-1	9	3	nt	7	8	-2	-4
26	O=C(CCc1ccccc1)NNC(=O)c1cccc(F)c1	-21	-1	nt	-2	6	-6	nt	nt
27	COc1ccc(CN(C)C[C@@H]2OCCCC[C@@H](C)Oc3ccc(NC(=O)CCC(F)(F)F)cc3C(=O)N([C@@H](C)CO)C[C@H]2C)cc1	-1	7	4	5	7	-8	nt	6
28	CCN(C(=O)COC(=O)c1c(C)noc1C)C1CCS(=O)(=O)C1 (stereo not drawn)	18	3	nt	-6	-1	13	nt	nt
29	CC(=O)Nc1ccc(NC(=O)Cn2c(=O)n(-c3ccc(F)cc3)c(=O)c3oc4ccccc4c32)cc1	9	-5	nt	2	-4	-2	nt	nt
30	Cc1c(/C(O)=C2/C(=O)C(=O)N(Cc3cccnc3)C2c2cccs2)cnn1-c1ccccc1 (stereo not drawn)	nt	nt	0	-6	7	nt	nt	-3
31	COc1cccc(NC(=O)CSc2nnc(-c3ccc(C)cc3)o2)c1	-23	7	-3	-4	nt	-242	6	0
32	O=C(NC1CCCCC1)C(c1cccs1)N(CC1CCCO1)C(=O)c1csnn1 (stereo not drawn)	nt	nt	5	-6	-5	-3	-7	2
33	CCOC(=O)c1ccc(NC(=O)c2ccc3c(c2)OCO3)cc1	nt	nt	4	2	5	-96	-47	-1
34	CCCn1nc(-c2nnc(-c3ccc(C)c(C)c3)o2)c2ccccc2c1=O	nt	nt	3	-7	3	nt	2	1
35	C[C@@H]1CN([C@@H](C)CO)C(=O)c2cc(-c3ccccc3F)cnc2O[C@H]1CN(C)Cc1ccccc1	10	-12	-2	-2	-4	nt	10	-2
36	Cc1cccc(NC(=O)Cn2c(=O)n(C)c3ccccc32)c1	-2	-4	5	-4	2	nt	11	-6
37	C[C@@H]1CN([C@H](C)CO)C(=O)c2cccc(NS(=O)(=O)c3cn(C)cn3)c2O[C@H]1CN(C)Cc1ccc(C(F)(F)F)cc1	14	-19	0	-2	18	-12	-18	-4
38	CC1CCN(C(=O)CCCl)c2ccccc21 (stereo not drawn)	23	nt	1	-2	nt	7	-7	-1
39	COc1ccc(-c2csc(-c3cccs3)n2)c(OC)c1	-13	3	1	2	nt	-57	-5	-3
40	CN(C)C=NC(=O)c1cn(-c2ccc(F)cc2)c(=O)c2ccccc12	-24	-1	nt	3	10	9	nt	nt
41	CC(=O)N1CCCCN2[C@H](CO)[C@H](c3ccc(-c4ccc(C)cc4)cc3)[C@H]2C1	9	7	6	27	-1	-6	nt	3
42	CN(C)c1ccc(NC(=O)COC(=O)Cn2nnc3ccccc32)cc1	-8	-8	nt	-5	nt	11	nt	nt
43	O=C(NCCc1ccccc1)c1ccc(Cl)c(S(=O)(=O)N2CCOCC2)c1	-5	3	-5	nt	nt	-24	-1	-1
44	CC1C(c2ccccc2)=[N+]([O-])C2(CCCC2)N1O (stereo not drawn)	nt	nt	-5	3	8	-7	nt	1
45	CCN(CC(=O)Nc1cc(Cl)ccc1C)C(=O)CCS(=O)(=O)c1ccc(Cl)cc1	6	-6	-5	-3	nt	3	4	14
46	O=C(O)/C=C/c1ccc(-c2cccc(C(F)(F)F)c2)o1	1	-12	nt	7	10	-29	-8	nt
47	COC(=O)C1(Cc2ccc(O)cc2)OC(=O)C(O)=C1c1ccc(O)cc1 (stereo not drawn)	2	5	3	-12	8	nt	7	-2
48	CCN(CC)C(=O)COc1cc(C)c(Cl)c(C)c1	nt	nt	-2	1	9	nt	-13	2
49	O=C(COC(=O)c1cc(Cl)ccc1[N+](=O)[O-])Nc1cccc2ccccc12	-7	23	nt	-9	nt	6	nt	nt
50	C[C@@H]1CCCCO[C@@H](CN(C)C(=O)NC2CCCCC2)[C@@H](C)CN([C@H](C)CO)C(=O)c2cc(NS(=O)(=O)c3ccc(F)cc3)ccc2O1	-9	0	-4	0	8	21	nt	50
51	COc1cccc(CN(C(=O)c2cc3ccccc3oc2=O)C2CC2)c1	nt	nt	0	5	-1	-86	14	-4
52	CCOC(=O)N1CCN(S(=O)(=O)c2cc([N+](=O)[O-])ccc2C)CC1	4	-3	-6	-2	1	6	8	-2
53	C=CCN1C(=O)C2C(C(=O)NC3CCCC3)C3C=CC2(O3)C1C(=O)NC1CCCC1 (stereo not drawn)	25	15	-5	nt	-3	1	10	0
54	CCOC(=O)C1=CCC(c2cccn2C(=O)OC(C)(C)C)N(S(=O)(=O)c2ccc(C)cc2)C1 (stereo not drawn)	-8	-25	5	nt	-5	-3	-1	1
55	CN(C)CC(C)(C)CNS(=O)(=O)c1cccc2nsnc12	5	4	nt	-5	nt	25	nt	nt
56	C[C@@H]1CCCCO[C@H](CN(C)Cc2ccccc2)[C@@H](C)CN([C@@H](C)CO)C(=O)c2cc(NS(=O)(=O)c3cn(C)cn3)ccc2O1	3	25	14	-21	8	9	nt	3
57	CCn1c(-c2ccc[nH]c2=O)nc2ccccc21	2	-8	5	-4	nt	18	0	7
58	CCC(C)NC(=O)CS(=O)Cc1nc(-c2ccccc2C)oc1C (stereo not drawn)	7	nt	-4	-2	7	7	2	3
59	C[C@@H]1CN([C@H](C)CO)C(=O)c2cc(NC(=O)Nc3ccc4c(c3)OCO4)ccc2O[C@@H]1CN(C)C(=O)Nc1ccccc1	-11	4	1	3	4	-22	-11	-1

Structural class: those above with a thiophene ring, fused or not
#	smiles	LGR2 antag	GSIS activator	PglD DTNB	ARNT-TACC3 inh	PGC1a acetyl inh	PAX8 inh HTS	Statin myotox sup	Cneo AK release
4	COc1cccc(CNc2nc(NCC3CC3)nc3ccsc23)c1OC	0	6	2	nt	nt	17	nt	1
6	CCC(C)n1c(SCC(=O)Nc2ccccc2C(F)(F)F)nc2ccsc2c1=O (stereo not drawn)	nt	nt	7	3	-2	1	2	2
9	CC1(C)Cc2nc3sc4c(=O)n(CC(=O)NCc5ccccc5)cnc4c3cc2CO1	nt	nt	-10	32	nt	-6	-23	-1
11	Cc1ccc(OCc2nnc(SCC(=O)Nc3sc(C)c(C)c3C#N)n2C)cc1	nt	-6	1	5	15	27	-6	-3
12	O=C(NCc1cccs1)c1ccccc1C(=O)NCc1cccs1	nt	nt	-1	-20	nt	-1	-3	4
30	Cc1c(/C(O)=C2/C(=O)C(=O)N(Cc3cccnc3)C2c2cccs2)cnn1-c1ccccc1 (stereo not drawn)	nt	nt	0	-6	7	nt	nt	-3
32	O=C(NC1CCCCC1)C(c1cccs1)N(CC1CCCO1)C(=O)c1csnn1 (stereo not drawn)	nt	nt	5	-6	-5	-3	-7	2
39	COc1ccc(-c2csc(-c3cccs3)n2)c(OC)c1	-13	3	1	2	nt	-57	-5	-3
